PP1 inh: PP1-alpha (human) inhibition in PP5 counter-screen | purified PP1alpha, OMFP fluorescence | P62136 | 320,000 tested, 0.9% active | inhibition, % at 6.7 µM | AID 2235;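 active = inhibition above the mean inhibition of all tested compounds plus 3 SD, computed separately for each screening campaign, cut at about 15% in these data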
Target sequence (P62136 whole entry, looked up): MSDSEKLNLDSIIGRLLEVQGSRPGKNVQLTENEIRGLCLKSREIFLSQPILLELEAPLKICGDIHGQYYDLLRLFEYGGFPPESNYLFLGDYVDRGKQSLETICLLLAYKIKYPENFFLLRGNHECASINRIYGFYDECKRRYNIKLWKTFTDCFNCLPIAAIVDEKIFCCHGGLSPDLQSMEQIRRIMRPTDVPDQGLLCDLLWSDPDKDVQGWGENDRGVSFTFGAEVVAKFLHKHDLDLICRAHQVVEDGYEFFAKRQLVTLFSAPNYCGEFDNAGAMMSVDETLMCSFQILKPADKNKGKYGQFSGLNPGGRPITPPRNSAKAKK
PAFAH2 FP inh: inhibitors of human PAFAH2; Q99487; recombinant PAFAH2, FP-rhodamine activity probe, fluorescence polarization; inhibition, % at 3.39 µM; 340,000 tested, 0.99% active;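 active = inhibition above the mean over all tested compounds plus 3 SD, cut at about 30% in these data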;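 also: inhibitors block probe labeling of enzyme so polarization drops; 0% = enzyme with DMSO and 100% = wells lacking PAFAH2 protein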
proCasp3 act: procaspase-3 (human) activation | P42574 | recombinant procaspase-3 D3A, Ac-DEVD-pNA absorbance 405 nm | activation, % at 8.5 µM | 330,000 tested, 0.11% active | AID 463141;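 active = activation above the mean of all tested compounds plus 3 SD, cut at about 21% in these data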;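 also: 0% = DMSO alone and 100% = DMSO wells spiked with extra 5 µM PC-3 D3A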
Target sequence (P42574 whole entry D9A/D28A/D175A): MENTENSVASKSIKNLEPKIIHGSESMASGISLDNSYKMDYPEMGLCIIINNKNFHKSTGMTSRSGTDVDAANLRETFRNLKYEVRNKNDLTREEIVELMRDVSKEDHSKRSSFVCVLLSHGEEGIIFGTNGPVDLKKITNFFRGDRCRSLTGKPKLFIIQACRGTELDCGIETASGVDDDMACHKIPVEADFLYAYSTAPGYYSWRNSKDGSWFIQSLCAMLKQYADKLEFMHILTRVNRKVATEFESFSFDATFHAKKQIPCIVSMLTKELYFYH
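material = Procaspase-3 D3A mutant | probe or stimulus = Ac-DEVD-pNA | compound = single dose, 8.5 µM nominal compound, 0.8% DMSO | timing = 1 h preincubation, 2 h reaction | measured by = 405 nm absorbance of p-nitroaniline, reads at 0 and 120 min | benchmarks = DMSO-only low control, 5 µM PC-3 D3A high control | repeats = singlicate, each compound tested once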
TPT1 inh: inhibitors of Candida albicans tRNA 2'-phosphotransferase TPT1 | recombinant caTPT1, FP RNA substrate dephosphorylation | inhibition, % at 5 µM | 300,000 tested, 0.81% active;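 active = inhibition above the mean of all tested compounds plus 3 SD, set per screening campaign, cut at about 24% in these data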;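 also: plate controls were DMSO alone for no effect and ferristatin control at 100 nM for full effect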
CTSL1 counter: blocks F. hepatica cathepsin L1 in PFM18AAP counter-screen. recombinant F. hepatica cathepsin L1, Z-Leu-Arg-MCA fluorescence. inhibition, % at 5.96 µM. AID 1906. 300,000 tested, 0.49% active;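 active = inhibition above the mean of all tested compounds plus 3 SD, set per screening campaign, cut at about 17% in these data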;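 also: 0% = plate median of test compound wells and 100% = 1 µM Z-Phe-Ala-diazomethylketone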
HCV core dimer: HCV core protein dimerization inhibition; TR-FRET GST/Flag-core106 dimerization, 1536-well; inhibition, % at 5 µM; 300,000 tested, 0.33% active;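 active = inhibition above the mean of all tested compounds plus 3 SD, set per screening campaign, cut at about 45% in these data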
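Assay system: GST-tagged and Flag-tagged HCV core protein residues 1-106 / Times: compound-protein-antibody incubation 4 h at 22.5 °C / Signal: time-resolved FRET, ex 340 nm, em 617 and 671 nm / Evaluation: % inhibition based on acceptor/donor emission ratio / Benchmarks: wells lacking GST-core106 and wells with excess unlabelled core106 / Repeats: singlicate, one well per compound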
AHR act: activates the human aryl hydrocarbon receptor | P35869 | AHR-responsive luciferase reporter cells, luminescence | activation, % at 5 µM | 320,000 tested, 2.5% active | AID 2796; in the data active = activation above about 47%;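 also: 0% = vehicle wells and 100% = reference agonist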
procasp7 counter: counter-screen for procaspase-3 activators: activators of human procaspase-7; recombinant procaspase-7, Ac-DEVD-pNA absorbance 405 nm; D23A/D198A/D206A triple mutant, cannot self-cleave; scale: DMSO 0, 5 µM enzyme 100; activation, % at 8.5 µM; 330,000 tested, 0.093% active; AID 463210;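 active = percent activation above the screen-wide mean plus 3 SD, cut at about 25% in these data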
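Assay system: Uncleavable procaspase-7 mutant enzyme | Input: 2 µM procaspase-7 mutant as dispensed | Timing: 1 h compound preincubation, 2 h substrate cleavage, 25 °C | Repeats: One well per compound | Control set: DMSO wells as 0%, DMSO with 5 µM added PC-7 as 100% | Technique: Epi-absorbance of released pNA at 405 nm, two timepoints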
PP5 inh: inhibitors of human protein phosphatase 5 (PP5) | inhibition, % at 6.7 µM | 320,000 tested, 0.18% active | purified PP5c, OMFP substrate fluorescence | AID 1987;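 active = inhibition above the campaign's mean inhibition across all tested compounds plus 3 SD, cut at about 9.5% in these data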;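 also: 0% = DMSO only and 100% = 100 µM cantharidin control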
Target sequence (P53041 whole entry, looked up): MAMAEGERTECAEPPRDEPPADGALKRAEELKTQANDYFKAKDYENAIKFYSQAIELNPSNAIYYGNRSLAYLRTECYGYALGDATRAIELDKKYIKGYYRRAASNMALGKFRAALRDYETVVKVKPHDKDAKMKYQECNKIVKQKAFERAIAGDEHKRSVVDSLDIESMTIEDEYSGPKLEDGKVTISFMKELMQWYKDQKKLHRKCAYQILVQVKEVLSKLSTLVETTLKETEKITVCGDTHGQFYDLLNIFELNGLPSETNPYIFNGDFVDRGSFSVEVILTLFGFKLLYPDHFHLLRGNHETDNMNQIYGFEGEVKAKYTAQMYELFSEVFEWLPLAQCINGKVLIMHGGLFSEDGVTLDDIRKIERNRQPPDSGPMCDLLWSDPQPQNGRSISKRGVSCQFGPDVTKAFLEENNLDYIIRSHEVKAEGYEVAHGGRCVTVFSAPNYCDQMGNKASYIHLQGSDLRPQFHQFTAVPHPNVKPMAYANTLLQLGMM
* = called active by the depositor; / = no result given.

SMILES | PP1 inh | PAFAH2 FP inh | proCasp3 act | TPT1 inh | CTSL1 counter | HCV core dimer | AHR act | procasp7 counter | PP5 inh
CC(C)CN(CC(C)C)C(=O)Nc1cccc([N+](=O)[O-])c1 | -1.2 | 7.8 | 8.5 | -2.7 | 1.7 | 0.7 | 2.6 | 7.2 | 0.7
CC(=O)C[C@H](O)CC(=O)[C@H]1OC(=O)[C@@H](C)CCCCc2ccccc21 | / | 3.0 | -0.5 | / | / | / | -0.3 | 4.6 | /
Clc1ccc(-c2c[n+](Cc3ccc(Cl)cc3Cl)c3n2CCCCC3)cc1 | -0.6 | 2.1 | 0.3 | 1.2 | -3.2 | -5.6 | -4.2 | 5.6 | 1.1
CCCCCOc1ccc(C(=O)NC(C(=O)O)C(C)C)cc1 (stereo unspecified) | -1.9 | -2.0 | 2.1 | 1.5 | -2.0 | -0.9 | 2.2 | 0.5 | 2.4
CCc1c(C)c2ccc(OCC(N)=O)cc2oc1=O | 0.4 | -1.0 | 12.0 | 0.8 | 2.1 | -1.4 | 2.5 | 14.4 | -0.2
COc1ccc(-c2ccc(SCC(=O)c3ccccc3)nn2)cc1OC | -0.7 | 0.9 | 6.4 | 3.7 | 8.7 | 2.5 | 16.0 | 3.8 | 0.5
COCCN(C(=O)CSc1nnc(-c2cccs2)n1N)c1c(N)n(Cc2ccccc2)c(=O)[nH]c1=O | -0.9 | -1.6 | -0.3 | -0.1 | 0.7 | -5.1 | -0.4 | 4.6 | 0.6
Cc1cc(NC(=O)CN2CCN(c3cccc(Cl)c3)CC2)no1 | -3.1 | -10.1 | 6.0 | 4.9 | 3.4 | -0.9 | 1.7 | 3.1 | 1.7
C/C(N)=C(/C#N)C(=O)COC(=O)C1CSC2(c3ccc(F)cc3)CCC(=O)N12 (stereo unspecified) | 3.5 | 5.4 | 6.7 | -0.5 | -0.3 | 1.5 | -1.1 | -0.5 | 2.8
COc1ccc(-c2nnc(SCC(=O)NC(=O)NCc3ccco3)o2)cc1 | 4.9 | -5.7 | 1.6 | -1.7 | -3.0 | -0.8 | 0.7 | -3.6 | 1.8
COc1ccc(CCNC(=O)c2ccc(CS(=O)(=O)Cc3cccc(C)c3)o2)cc1OC | -0.1 | 10.1 | 7.6 | 2.2 | 5.9 | -3.7 | 3.2 | 0.6 | -0.5
Cc1nnc(SCC(=O)Nc2nc(-c3ccccc3)cs2)n1N | -0.8 | 2.4 | 2.2 | -3.3 | -1.8 | 1.0 | 17.3 | -3.1 | 0.8
CN(C(=O)COC(=O)c1ccc(S(=O)(=O)N2CCCC2)cc1)c1ccccc1 | 3.1 | 6.7 | -1.5 | -0.8 | -8.2 | -3.5 | 0.2 | 6.4 | 2.2
O=C(CCn1c(=O)c2ccccc2n(CC(=O)NC2CCCC2)c1=O)NCc1ccco1 | 0.8 | -2.2 | -8.8 | -5.5 | -1.7 | -3.3 | -1.9 | 5.4 | 1.3
O=C(O)CSc1nnc(-c2ccc3c(c2)OCO3)n1-c1ccccc1 | 1.6 | 2.9 | -7.2 | -4.4 | 2.2 | -6.6 | 3.0 | -0.5 | 0.2

Complete entries, looked up by structure. Order of screens: PP1 inh, PAFAH2 FP inh, proCasp3 act, TPT1 inh, CTSL1 counter, HCV core dimer, AHR act, procasp7 counter, PP5 inh
CC(C)CN(CC(C)C)C(=O)Nc1cccc([N+](=O)[O-])c1 in the list: -1.2, 7.8, 8.5, -2.7, 1.7, 0.7, 2.6, 7.2, 0.7
COCCN(C(=O)CSc1nnc(-c2cccs2)n1N)c1c(N)n(Cc2ccccc2)c(=O)[nH]c1=O in the list: -0.9, -1.6, -0.3, -0.1, 0.7, -5.1, -0.4, 4.6, 0.6

Next section.
SMILES | PP1 inh | PAFAH2 FP inh | proCasp3 act | TPT1 inh | CTSL1 counter | HCV core dimer | AHR act | procasp7 counter | PP5 inh
O=S(=O)(Nc1cccc2ncccc12)c1cccc(C(F)(F)F)c1 | -2.1 | 1.3 | -10.5 | / | / | / | 8.6 | -20.7 | 0.0
CC(=O)Nc1ccc(NS(=O)(=O)c2ccc3c(c2)n(C)c(=O)n3C)cc1 | -3.4 | -11.9 | -6.2 | -0.8 | -2.5 | -0.7 | 0.9 | 2.0 | 2.6
O=[N+]([O-])c1ccc(S(=O)(=O)N2CCN=C2SCc2cccnc2)cc1 | -1.5 | -0.8 | 6.2 | 3.0 | 0.1 | 5.3 | 3.3 | -1.6 | 2.8
COc1ccc(N2CC(C(=O)N[C@H](C(=O)NC3CCCC3)C(C)C)CC2=O)cc1 (stereo partly specified) | 5.6 | -3.4 | -3.9 | -1.1 | 3.5 | -9.2 | 2.0 | -3.0 | -0.2
Cc1ccc2nc(Cl)nc(-c3ccccc3)c2c1 | 1.9 | 4.0 | -2.3 | -0.8 | 3.2 | 2.9 | 6.3 | -3.0 | -1.3
Cn1nc(-c2ccccc2)cc1NC(=O)c1cccs1 | -5.7 | 2.6 | -3.2 | -4.7 | -2.6 | 1.8 | 2.1 | 7.3 | -0.1
CC1CCc2nc(N)c(C#N)c(-c3ccncc3)c2C1 (stereo unspecified) | -1.6 | 7.6 | 8.4 | -0.1 | 3.0 | -1.1 | 0.1 | -1.0 | 2.2
O=C(CCn1cnc2ccccc2c1=O)Nc1ccc(S(=O)(=O)N2CCCC2)cc1 | -2.5 | 3.5 | -3.5 | 0.2 | -2.6 | -2.6 | -1.4 | 6.3 | -1.7
Cc1cccc(Cn2ccc(-c3ccc(Cl)cc3)c(C#N)c2=O)c1 | -2.3 | -1.7 | 5.7 | -2.7 | 0.0 | -3.5 | 1.4 | 9.3 | 0.6
COc1cc([N+](=O)[O-])c2nccnc2c1 | -0.9 | -2.8 | -3.0 | -2.9 | 0.7 | -2.5 | 2.6 | -0.2 | 2.1
COc1ccc(OC)c(NC(=O)NNC(=O)COc2ccc(-c3ccccc3)cc2)c1 | 7.0 | -2.9 | -7.2 | -1.8 | -5.1 | 1.4 | 1.9 | 7.6 | 1.8
O=C1NCCCc2c1no[n+]2[O-] | -2.6 | -5.5 | 8.1 | 2.4 | -3.1 | -6.8 | 0.0 | 4.7 | 2.4
O=C(Cn1c(=O)sc2ccccc21)Nc1ccccc1 | 0.7 | 8.1 | 1.8 | -1.2 | -1.8 | -2.5 | 2.1 | 5.4 | 0.6
O=C1C(=O)N(CCCN2CCOCC2)C(c2ccc(F)cc2)/C1=C(\O)c1ccc2c(c1)OCCO2 (stereo unspecified) | -1.2 | 48.4* | 8.6 | -3.2 | 0.3 | 2.1 | -0.4 | -5.0 | 1.2
Cc1onc(-c2ccccc2Cl)c1C(=O)O/N=C(\N)c1ccccc1 | 1.0 | 2.5 | -0.3 | 1.7 | 2.4 | -7.1 | 15.3 | 7.0 | 0.1
Cc1onc(-c2c(Cl)cccc2Cl)c1C(O)c1ccccc1 (stereo unspecified) | 1.8 | -2.7 | 1.8 | -3.3 | -3.1 | 6.4 | 3.3 | 6.8 | 1.2
O=C(Oc1ccc(C(=S)N2CCOCC2)cc1)c1ccccc1 | -1.6 | -0.1 | 11.7 | 1.1 | -7.7 | -0.6 | -2.9 | 8.0 | 0.8
Cc1nc(-c2ccc(NS(C)(=O)=O)cc2)cs1 | -0.3 | -14.1 | -1.2 | -7.2 | 1.4 | -2.5 | 1.2 | 1.5 | -1.1
c1ccc2oc(-c3nn4c(Cn5cnc6ccccc65)nnc4s3)cc2c1 | 2.5 | 2.8 | 5.8 | -1.1 | -0.9 | 3.9 | 3.2 | 11.0 | -2.5
O=C(NCC(c1ccco1)N1CCOCC1)c1ccc(F)c(F)c1 (stereo unspecified) | -5.7 | 2.8 | 5.5 | 0.1 | -2.7 | -3.2 | 2.2 | -9.8 | -0.1
Cc1cc(C)c(NC(=O)COC(=O)CSc2ccc(Br)cc2C)c(C)c1 | 3.6 | 2.3 | 3.8 | 0.1 | 1.0 | 1.1 | 2.0 | 15.9 | 0.9
Cc1ccc(C)n1-n1c(C)nc2sc(-c3ccccc3)cc2c1=O | 2.2 | 2.9 | 0.3 | 3.3 | 1.8 | 5.2 | 0.7 | 0.0 | 1.3
CC(OC(=O)c1ccc2c(c1)C(=O)N(Cc1ccncc1)C2=O)C(=O)Nc1cccc(Cl)c1Cl (stereo unspecified) | 0.1 | -6.3 | 4.7 | 6.4 | 2.6 | 14.4 | -1.0 | 5.6 | 0.7
CC(=O)NC(CCCCNC(=S)NC1CCCCC1)C(=O)O (stereo unspecified) | -2.7 | -3.8 | 2.3 | -4.9 | -3.5 | -1.0 | 3.5 | 2.5 | -0.8
O=C(C1=C(O)C(=O)N(CC2CCCO2)C1c1ccc(Cl)cc1)c1ccco1 (stereo unspecified) | 4.0 | -2.3 | -1.1 | -0.2 | 0.2 | 9.5 | -3.3 | 4.6 | -0.1
S=c1[nH]nc(-c2cccnc2)n1-c1ccc2c(c1)OCCO2 | 51.7* | 2.1 | 5.1 | 0.2 | 4.9 | 4.1 | 0.9 | 0.9 | -0.5
Cc1oc(-c2cccc(Cl)c2)nc1CN1CCC(C(=O)NC2CC2)CC1 | -5.1 | 10.1 | 1.4 | -2.6 | -2.5 | 4.6 | -0.9 | 1.9 | 0.6
CC(=O)Nc1ccc(C(=O)CSc2nnc(-c3ccc(O)cc3)n2CC2CCCO2)cc1 (stereo unspecified) | -4.3 | 2.6 | -6.1 | -3.5 | -4.2 | 0.0 | 0.7 | -9.4 | 2.0
Cc1ccc(NCCC(=O)c2cccc([N+](=O)[O-])c2)cc1 | 0.2 | -4.3 | -23.6 | -0.1 | -0.1 | 3.2 | 11.1 | -41.3 | 2.1
CC(=O)Nc1ccc(/C=C(\C#N)C(=O)NC2CCCCC2C)cc1 (stereo unspecified) | 4.7 | 3.0 | -2.2 | 0.3 | 2.8 | 1.1 | 5.2 | 1.7 | -1.6
CCOC(=O)C1=C(C)NC2=C(C(=O)CCC2)C1c1ccc(N(C)C)cc1 (stereo unspecified) | -2.5 | 3.8 | 6.4 | 1.9 | 1.8 | -1.4 | -1.4 | -12.8 | 1.1
CCOC(=O)c1nn(-c2ccc(C)cc2)c(=O)cc1OCC(=O)Nc1ccc(OC)cc1 | -2.1 | -3.8 | 9.4 | -1.4 | 3.3 | 6.5 | 0.6 | 13.2 | -1.6
COc1ccc(NC(=O)CN(C)C(=O)/C=C/c2cn(-c3ccccc3)nc2-c2ccc(C)cc2)cc1 | 13.5 | -48.6 | 3.7 | -0.8 | 20.0* | 12.1 | 3.8 | -1.5 | 6.1
CC(C)Cn1c(N)c(C(=O)CSc2cc(Cl)ccc2Cl)c(=O)n(C)c1=O | 1.8 | / | 12.8 | -4.5 | -3.8 | -3.4 | 1.6 | -11.2 | 2.1
CCCC1(c2ccccc2)NC(=O)N(CC(=O)NCc2ccc(OC)cc2)C1=O (stereo unspecified) | -2.2 | 2.0 | -3.9 | -2.8 | 4.3 | 13.2 | 6.2 | 1.7 | 0.8
COC(=O)c1cc(-c2cccs2)[nH]n1 | -4.7 | -0.1 | -19.8 | 0.7 | -1.7 | -8.7 | 0.6 | 0.8 | 1.3
O=C(N/N=C/C1C(c2ccccc2)C1(Cl)Cl)c1cccc(Cl)c1 (stereo unspecified) | 4.0 | -7.6 | 10.0 | 3.0 | -3.6 | -3.5 | 7.7 | 8.9 | 0.8
